# Luciferase inh = Firefly luciferase inhibition profiling of diverse chemical library using quantitative high-throughput screening | Potency, µM (doses to about 115 µM), inactives show top-dose activity change, negative = inhibition, most hits filed as inhibitors | AID 1347043, 2019 | purified P. pyralis luciferase, luminescence, biochemical | 76,000 tested, 2.5% active | Luciferin 4-monooxygenase (Photinus pyralis), P08659; further: potency means the concentration at half of the fitted maximal effect; nearly all actives have a fitted effect of over 65% in size
# Target sequence (P08659 whole entry, looked up): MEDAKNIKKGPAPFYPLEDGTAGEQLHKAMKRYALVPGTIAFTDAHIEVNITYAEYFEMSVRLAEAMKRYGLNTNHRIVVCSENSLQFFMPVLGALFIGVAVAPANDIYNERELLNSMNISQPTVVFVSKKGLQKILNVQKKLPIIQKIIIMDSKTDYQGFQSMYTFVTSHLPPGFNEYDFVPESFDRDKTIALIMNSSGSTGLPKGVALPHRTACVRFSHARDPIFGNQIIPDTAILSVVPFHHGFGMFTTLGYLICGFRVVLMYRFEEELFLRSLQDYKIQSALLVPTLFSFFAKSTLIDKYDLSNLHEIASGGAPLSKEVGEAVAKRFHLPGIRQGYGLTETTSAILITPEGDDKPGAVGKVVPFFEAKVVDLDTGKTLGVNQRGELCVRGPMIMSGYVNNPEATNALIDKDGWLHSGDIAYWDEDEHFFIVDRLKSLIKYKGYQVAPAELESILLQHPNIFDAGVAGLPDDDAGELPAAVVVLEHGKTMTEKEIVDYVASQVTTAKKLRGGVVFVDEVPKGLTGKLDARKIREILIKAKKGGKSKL
#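 Purified P. pyralis luciferase (10nM final) in 50mM Tris acetate pH 7.5, 10mM Mg acetate, 0.01% Tween-20, 0.05% BSA with 10uM D-luciferin and 10uM ATP. Compounds titrated qHTS. Luminescence imaged on CCD.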
# GPT2 inhibitor = Primary qHTS assay for inhibitors of Glutamate pyruvate transaminase 2 (GPT2); 100,000 tested, 0.25% active; Potency, µM (titrated, usually from 57.7 µM), without a hit: at the top dose activity change, negative = inhibition, actives largely listed as inhibitors; Recombinant GPT2, coupled pyruvate oxidase/HRP Amplex Red fluorescence; Alanine aminotransferase 2 (Homo sapiens), Q8TD30; AID 1671188, 2021; further: potency means the concentration at half of the fitted maximal effect; nearly all actives have a fitted effect of over 60% in size; many of its hits are not listed in these tables
# Target sequence (Q8TD30 whole entry, looked up): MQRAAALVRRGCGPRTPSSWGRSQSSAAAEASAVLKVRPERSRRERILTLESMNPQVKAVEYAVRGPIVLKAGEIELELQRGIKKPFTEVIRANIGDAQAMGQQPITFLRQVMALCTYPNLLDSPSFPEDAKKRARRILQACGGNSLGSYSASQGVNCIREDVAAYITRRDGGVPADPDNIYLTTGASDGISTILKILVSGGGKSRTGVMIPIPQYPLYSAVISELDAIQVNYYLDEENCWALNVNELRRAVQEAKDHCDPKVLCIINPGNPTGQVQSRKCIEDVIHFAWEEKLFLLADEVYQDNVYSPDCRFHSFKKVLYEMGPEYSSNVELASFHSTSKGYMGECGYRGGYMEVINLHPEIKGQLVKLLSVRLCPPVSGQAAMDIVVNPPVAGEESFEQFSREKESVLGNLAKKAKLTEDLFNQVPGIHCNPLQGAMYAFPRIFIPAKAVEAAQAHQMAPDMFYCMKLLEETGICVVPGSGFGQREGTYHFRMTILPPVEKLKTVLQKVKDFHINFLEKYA
#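 Inhibition is scored from Amplex Red fluorescence generated when pyruvate oxidase and HRP act on pyruvate released by GPT2. Reactions contain 10ng/uL enzyme, 250uM a-KG and 2mM L-alanine and run 30 min at room temperature.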
# HEK293 tox = Cytotoxic Profiling in HEK 293 Cell Line of Diverse Libraries Using Quantitative High-Throughput Screening. HEK 293 viability, ATP luminescence (CellTiter-Glo), 48-72 h. Potency, µM (top dose mostly 115 µM), for inactives: at the highest dose activity change, negative = cytotoxicity, most hits filed as inhibitors. 94,000 tested, 6.6% active; further: potency means the concentration at half of the fitted maximal effect; nearly all actives have a fitted effect of over 60% in size
#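 Cells seeded first (HEK 293, 250 cells/well), then compound added by pintool. Incubation ran 48 or 72 hr at 37 degree Celsius. CellTiter-Glo was added and luminescence imaged after 10 min at room temperature.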
# SNCA viab count = GF-AFC viability counterscreen for inhibitors of alpha-synuclein gene (SNCA) expression; HEK-293-SNCA-luc viability, GF-AFC fluorescence, 24 h; Potency, µM (highest dose often 57.1 µM), for the others: at the top dose activity change, negative = cytotoxicity, usual class: cytotoxic; 150,000 tested, 0.12% active;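 further: potency means the concentration at half of the fitted maximal effect; 0% = DMSO-treated cells and -100% = medium-only wells without cells; nearly all actives have a fitted effect of over 30% in size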
#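 HEK-293-SNCA-luc cells (1500/well) plated 24 h, then exposed 24 h to a dilution series; GF-AFC added 30 min at 37C, fluorescence 405/540 nm; normalised to medium-only and DMSO wells, Hill fit.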
# IP6K1 inhibitor = Primary qHTS assay for small molecule inhibitors of Inositol hexaphosphate kinase 1 (IP6K1); AID 1645851, 2021; IP6K1 kinase, ADP-Glo luminescence, 2 h; active compounds read low; 140,000 tested, 0.81% active; Inositol hexakisphosphate kinase 1 (Homo sapiens), Q92551; activity change, % (series mostly up to about 58 µM); in the data active means activity change below about -25%
#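 ADP-Glo luminescence measures ADP made by human IP6K1 during a 2 h RT reaction with ATP/IP6 (mix at 1.3 mM/130 uM); top library doses 57.5 and 19.1 uM final.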
# 3T3 cytotox = Cytotoxic Profiling in NIH 3T3 Cell Line of Diverse Libraries Using Quantitative High-Throughput Screening | NIH 3T3 viability, CellTiter-Glo ATP luminescence, 48-72 h | Potency, µM (doses to about 96.7 µM), for inactives: at the top dose activity change, negative = cytotoxicity, most hits filed as inhibitors | 94,000 tested, 4.3% active; further: potency means the concentration at half of the fitted maximal effect; nearly all actives have a fitted effect of over 55% in size
#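 Cytotoxicity is measured as loss of cellular ATP: NIH 3T3 cells (400/well) are exposed to compound for 48 or 72 hr at 37 °C, then CellTiter-Glo luminescence is imaged after 10 min at room temperature.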
# SNCA expr inh = Primary qHTS assay for inhibitors of alpha-synuclein gene (SNCA) expression. HEK-293 SNCA-luciferase knock-in, luminescence, 24 h. Potency, µM (series often up to 57.2 µM), for the others: at the top dose activity change, negative = inhibition, most hits filed as inhibitors. 140,000 tested, 0.17% active;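 further: potency means the concentration at half of the fitted maximal effect; plate controls were DMSO cells for no effect and cell-free wells for full effect; nearly all actives have a fitted effect of over 45% in size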
# Active calls of the source: *; i = inactive; ? = inconclusive; · = no result given; [ ] = remark or other dose. Unless noted, the call rests on the fitted dose curve; in most records, active means well fitted curve in the direction sought with a large enough effect; inconclusive means small, poorly fitted or top-dose-only effect, or another doubt; inactive means no such curve, though single readings can be large; an effect the other way counts as inactive or inconclusive. Unless noted, on the % scale 0 is the no-effect control and ±100 the full control effect. These rows are one share of the data; count on the stated rates, not on these rows.
# Every second line gives: GPT2 inhibitor	IP6K1 inhibitor	3T3 cytotox	SNCA viab count	HEK293 tox	Luciferase inh	SNCA expr inh
- COc1cccc(CNC(=O)CCc2c(C)nn(-c3ccc(N4CCOCC4)nn3)c2C)c1
    ·	5	·	10%	·	·	2%
- Cn1nc(C(=O)N2C[C@@H](CO)[C@H](c3ccccn3)C2)c2ccccc21
    -7%	29	-11%	-2%	-3%	-4%	10%
- Cc1ccccc1CN1Cc2nc(N3CCCC3)ccc2OCC1=O
    i	-17	?	-1%[87.6 µM]	?	3%[172 µM]	-9%[87.6 µM]
- CCc1ccc(C(=O)C(C)CN2CCCCC2)cc1 (stereo unspecified)
    1%	-18	·	27%[23.9 µM]	·	·	53%[25.6 µM]
- Cc1cccc2c1nc1n2[C@@H](CNC(=O)c2ccc3c(c2)OCO3)COC1
    1%[88.5 µM]	-6	?	?	?	?	-1%[87.6 µM]
- O=C(c1cnccn1)N1CCCCCC1c1nnc(-c2ccccc2)o1 (stereo unspecified)
    i	-6	-20%	3%	-7%	5%	21%
- Cc1ccc(CCNC(=O)c2cc3c(s2)-c2c(C)cccc2OC3)cc1
    ·	11	·	13%	·	·	52%[activator]
- O=C(NCCc1ccccc1)c1ccc2nnc(C3CC3)n2c1
    i	-7	?	2%[87.6 µM]	-7%[172 µM]	·	4%[87.6 µM]
- CC(C)c1cnc(-c2cccnc2)[nH]1
    i	14	-23%[174 µM]	3%[87.6 µM]	2%[230 µM]	·	3%[87.6 µM]
- CC(=O)N1CCC(N2CCOC[C@H]2c2ncc(C(C)(C)C)[nH]2)CC1
    i	2	-2%[174 µM]	-2%[87.6 µM]	3%[172 µM]	1%[172 µM]	-30%[87.6 µM]
- CN(CCCNC(=O)c1cc2c(=O)n(C)c3ccccc3c2s1)Cc1ccccc1
    ·	-10	·	-17%	·	·	23%
- COc1ccc(Nc2ccnc(N3CCCC(C(=O)N4CCOCC4)C3)n2)cc1 (stereo unspecified)
    i	0	-24%	-6%	?	·	-12%
- COc1ccc(NC(=O)c2cccc3c2CCN3C(=O)Nc2ccc(F)cc2)c(C)c1
    i	-8	-13%	-9%	-27%	2.2µM*	-53%
- O=C(O)c1cccc(-c2n[nH]c3c2CC(=O)N(CCOc2ccccc2)C3)c1
    -13%[88.5 µM]	-12	?	12%[87.6 µM]	2%[172 µM]	-21%[172 µM]	-10%[87.6 µM]
- CC1(C(=O)O)CCN([S+](=O)([O-])c2cc(C(F)(F)F)cc(C(F)(F)F)c2)CC1
    i	-8	-3%	1%	3%	·	-2%
- Cc1cccc(C(=O)NCCc2noc(-c3cccnc3)n2)c1
    i	34	-10%	-5%[12.5 µM]	-9%	-2%	1%
- COc1ccc(-c2noc(-c3cccn3CC(=O)NCCc3ccccc3)n2)cc1F
    -9%	0	-7%	?	-20%	-11%	30%[activator]
- COC(=O)[C@@H]1Cc2ncn(Cc3ccc(Cl)cc3)c2CN1C(=O)CC(C)(C)CC(=O)O
    3%	5	-20%	-11%	-3%	1%	-7%
- Cc1c(Cl)cccc1Nc1nn2c(=O)c3ccc(C(=O)NCCC4=CCCCC4)cc3nc2s1
    ·	2	·	-7%	·	·	?
- O=C(NCCCN1CCN(c2ccccc2)CC1)c1cc2c(s1)-c1ccccc1OC2
    ·	-4	·	12%	·	·	-13%
- NCCCC(=O)N1CCC2(CC1)CN([S+](=O)([O-])c1ccccc1)CCO2
    3%	-1	?	-12%	0%	·	?
- COc1cccc(-c2nn(-c3ccccc3)c(OC(C)=O)c2-c2ccc(NC(=O)C3CCCC3)cc2)c1
    7.1µM*	4	?	2%	?	-12%	-4%
- CCCN1CCc2[nH]cnc2C12CCN(C(=O)CC1C=CS(=O)(=O)C1)CC2 (stereo unspecified)
    1%	24	-3%	-24%	i	2%	-1%
- COc1ccc(-c2ccc(C(=O)Nc3cccc(C(F)(F)F)c3)cc2)nn1
    ·	0	-15%	·	?	·	·
- O=C(Nc1ccccc1C(=O)OCc1cc(=O)n2c3c(sc2n1)CCCC3)c1ccc(Cl)cc1
    ·	5	·	-8%	·	·	-10%
- O=C(Cc1ccccc1)Nc1ccnn1C1CCN(Cc2ccc3cccc(F)c3n2)CC1
    i	8	-29%	-8%	-25%	-1%	3%
- COc1ccc(CNC(=O)c2cnc(N3CCOCC3)c3ccccc23)cc1
    ·	26	·	0%	·	·	-9%
- Cc1cc(F)ccc1-c1[nH]nc2ncc(-c3ccsc3)nc12
    2%[88.5 µM]	8	20µM*	-12%[87.6 µM]	?	2%[172 µM]	-13%[87.6 µM]
- COCCNC(=O)c1noc(-c2ccc[nH]c2=O)n1
    i	-9	-1%	0%	-2%	-2%	6%
- CCN(CC)C(=O)Cn1c(=O)n(CCc2ccccc2)c(=O)c2ccccc21
    ·	0	·	3%	·	·	17%
- COc1ccc(-c2[nH]ncc2C(=O)NCc2cccc(OC)c2)cc1
    ·	0	·	-4%	·	·	23%
- CCOC(=O)c1c(C)[nH]c(CCC(=O)Nc2ccc(OC)c(OC)c2)c1C
    ·	8	·	3%	·	·	44%[activator]
- COc1ccc(NC(=O)c2ccc(-c3nc(CSc4ccc(C)cc4)c(C)o3)cc2)cc1Cl
    ·	5	·	3%	·	·	?
- CC(C)(O)C1CCC2(C)C3C(O)C4C(C13)C42CO (stereo unspecified)
    4%	13	·	-9%	·	·	·
- CC[C@H](c1ccc(O)cc1)[C@@H](CC)c1ccc(O)cc1
    -3%	9	·	-24%[23.9 µM]	·	·	-13%[25.6 µM]
- CCCCCCN(CCCCCC)C(=O)Cc1c(-c2ccc(F)cc2)[nH]c2ccccc12
    -3%	·	·	-11%	·	·	-3%
- c1ccc(-c2ccc3ncc(Nc4ccc(N5CCOCC5)cc4)n3n2)cc1
    i	-11	?	-7%[87.6 µM]	?	-14%[172 µM]	4%[87.6 µM]
- Cc1noc(-c2cn(C3CCCN(C(=O)c4ccc(C)c(C)c4)C3)nn2)n1 (stereo unspecified)
    i	3	-25%	8%	-4%	3%	-21%
- Cc1cc2oc(C(=O)N(Cc3ccc(N(C)C)cc3)CC3CCCO3)c(C)c2cc1C (stereo unspecified)
    ·	-21	·	-4%	·	·	-3%
- COc1ccccc1-n1cc(CNC(=O)C(N)c2c(C)n[nH]c2C)cn1 (stereo unspecified)
    ?	23	2%	0%	i	-1%	6%
- Cc1cnn(CC(=O)N[C@@H]2CN(C3CCOCC3)C[C@H]2CN(C)C)c1
    -6%	2	i	-2%	-5%	7%	-3%
- CN(C)C(=O)NC1CCN(c2ccc3nnc(C4CC4)n3n2)CC1
    ·	6	-8%[138 µM]	·	-1%[172 µM]	·	·
- O=C([C@H]1C[C@H](Oc2ccccc2)CN1C(=O)c1ccco1)N1CCOCC1
    i	20	i	-8%	-25%	4%	10%
- O=C(Nc1ccc(Cl)cc1)N1CCCN(CCn2nc3n(c2=O)CCCC3)CC1
    ·	-1	-17%	·	?	·	·
- Cc1cccc(-c2noc(-c3ccc(NC4CCCC4)c([N+](=O)[O-])c3)n2)c1
    ·	6	·	5%	·	·	-15%
- CCC1CCC(C(=O)NC(C(=O)Nc2cccc(OC)c2)C(C)C)CC1 (stereo unspecified)
    ·	-12	·	4%	·	·	-10%
- COc1ccc(-c2cc(C(F)(F)F)c(C#N)c(SCC(=O)Nc3ccc(F)cc3)n2)cc1
    ·	-2	·	6%	·	·	-27%
- Cc1ccc(CNC(=O)Cn2nc3n(c2=O)CCCCC3)cc1
    i	16	i	5%	13%	2%	-7%
- O=C(c1ccccc1)N1CCN(C(=O)c2nnn3c2COC(c2ccc(Cl)cc2)C3)CC1 (stereo unspecified)
    i	4	-8%	-4%	?	1%	12%
- Cc1ccccc1-c1noc(CCCC(=O)N2CCn3nc(CO)cc3C2)n1
    ?	-2	?	0%	?	-6%	-25%
- CCC(C(=O)NCc1ccccc1OC)n1nc(C)n2c(cc3occc32)c1=O (stereo unspecified)
    ·	29	·	-16%	·	·	5%
- CCc1nc(NC(=O)C[C@H]2NC(=O)c3ccccc3NC2=O)sc1C
    -9%	10	?	8%	?	-4%	-18%
- COc1ccccc1Nc1ccnc(N2CCCC(C(=O)NCC(F)(F)F)C2)n1 (stereo unspecified)
    0%	1	?	7%[12.5 µM]	?	·	-1%
- COc1ccc(-c2nc(C3CC3)nc3c2CCN(C(=O)c2ccc(C(F)(F)F)cc2)CC3)cc1
    i	2	?	?	-26%	·	?
- COc1ccc(C(=O)NC2CCN(c3cnn(CC4CC4)c(=O)c3)CC2)cc1
    -12%	29	-5%	?	4%	-3%	?
- O=C(CSc1n[nH]c(-c2ccccc2)n1)N1CCCCC1
    ·	20	·	11%	·	·	12%
- CCc1cc(NCc2nc(-c3ccncc3)n[nH]2)n2nc(C)c(C)c2n1
    -19%	4	?	6%	-6%	5%	-3%
- Cn1nc(C2CCN(C(=O)Cn3nnnc3N)CC2)n(-c2ccccc2)c1=O
    1%	-1	-16%	9%	-19%	-3%	-8%

# Limited to HEK293 tox and SNCA viab count, for some of the entries so far:
Structure	HEK293 tox	SNCA viab count
COc1ccc(C(=O)NC2CCN(c3cnn(CC4CC4)c(=O)c3)CC2)cc1	4%	?
O=C(CSc1n[nH]c(-c2ccccc2)n1)N1CCCCC1	·	11%

# Complete entries, looked up by structure.
# Record of O=C(c1cnccn1)N1CCCCCC1c1nnc(-c2ccccc2)o1 (stereo unspecified) = GPT2 inhibitor: i; IP6K1 inhibitor: -6; 3T3 cytotox: -20%; SNCA viab count: 3%; HEK293 tox: -7%; Luciferase inh: 5%; SNCA expr inh: 21%
# Record of CCC(C(=O)NCc1ccccc1OC)n1nc(C)n2c(cc3occc32)c1=O (stereo unspecified) = GPT2 inhibitor: ·; IP6K1 inhibitor: 29; 3T3 cytotox: ·; SNCA viab count: -16%; HEK293 tox: ·; Luciferase inh: ·; SNCA expr inh: 5%

# Screens: PubChem, National Center for Advancing Translational Sciences (NCATS)
